Screening results deposited in PubChem by National Center for Advancing Translational Sciences (NCATS).
HCMV antiviral: inhibitors of human cytomegalovirus; actives 4.5% (n = 410,000); HFF cells, HCMV-luciferase reporter, 72 h; stronger effect = lower value; AID 1259415; activity change, negative = inhibition, % at 57.5 µM; in the data active = activity change below about -60%; inconclusive = no clear call, values can overlap the other calls; inactive = above about -39%
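HFF cells seeded 16 h at 37C, treated with compounds, infected with luciferase-reporter HCMV at MOI 1 PFU/cell; luciferase read at 72 h post infection, normalized to buffer-only and Salinomycin controls.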
Tb PYK inh: blocks Trypanosoma brucei pyruvate kinase; Q57TT1; TbPYK enzyme, Kinase-Glo Plus ATP luminescence, 45 min; Potency, µM (highest dose often 76.8 µM), inactives show at the highest dose activity, negative = inhibition, actives largely listed as inhibitors; actives 0.12% (n = 410,000); AID 624173; also: potency is read from the fitted curve at half-maximal effect; nearly all actives have a fitted effect of over 50% in size
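In this concentration-response screen, enzyme-free wells defined baseline while DMSO plates tracked drift. Each reaction combined TbPYK, substrate, compound and 130 uM ADP for 45 min at room temperature. Kinase-Glo Plus luminescence gave the signal.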
LmPK inhibitor: inhibitors of Leishmania mexicana pyruvate kinase. purified LmPK, Kinase-Glo ATP luminescence, 1 h. Potency, µM (titrated, usually from 57.5 µM), for inactives: at the highest dose activity change, negative = inhibition, usual class: inhibitors. actives 0.37% (n = 290,000). AID 1721; also: potency is read from the fitted curve at half-maximal effect
Target sequence (Q27686 whole entry, looked up): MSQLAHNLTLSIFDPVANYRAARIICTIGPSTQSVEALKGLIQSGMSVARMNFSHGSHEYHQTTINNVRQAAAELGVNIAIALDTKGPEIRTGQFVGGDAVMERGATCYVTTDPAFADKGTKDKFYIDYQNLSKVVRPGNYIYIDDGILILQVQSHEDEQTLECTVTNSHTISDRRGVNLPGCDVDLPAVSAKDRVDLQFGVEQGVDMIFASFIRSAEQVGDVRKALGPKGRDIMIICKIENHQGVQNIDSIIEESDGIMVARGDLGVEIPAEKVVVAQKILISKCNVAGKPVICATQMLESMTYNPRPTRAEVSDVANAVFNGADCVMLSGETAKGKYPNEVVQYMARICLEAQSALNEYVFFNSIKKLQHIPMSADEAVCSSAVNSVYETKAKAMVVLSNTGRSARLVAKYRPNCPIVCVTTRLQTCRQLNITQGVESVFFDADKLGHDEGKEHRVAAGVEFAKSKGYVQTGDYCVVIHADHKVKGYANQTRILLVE
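qHTS format; LmPK 0.1 nM; substrates PEP 0.5 mM and ADP 0.1 mM. One-hour room-temperature incubation, then coupled luciferase luminescence; 0.5 nM enzyme wells mark activation.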
AMA1-RON2 inh: AMA1-RON2 (P. falciparum) interaction inhibition | Potency, µM (series often up to 58.2 µM), for the others: at the top dose activity change, negative = inhibition, most hits filed as inhibitors | actives 0.2% (n = 360,000) | AlphaScreen AMA1-biotinylated RON2 peptide binding;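 also: potency is read from the fitted curve at half-maximal effect; 0% = vehicle wells and -100% = peptide control; nearly all actives have a fitted effect of over 45% in size; some results filed as inactive show a strong effect at the top dose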
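AMA1 (3D7) with his tag at 25 nM final met compounds first, then biotinylated RON2 peptide at 25 nM; detection used donor plus acceptor beads, 10 µg/mL apiece, read by AlphaScreen after 30 min at room temperature.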
Sm TGR inh: inhibitors of Schistosoma mansoni thioredoxin glutathione reductase | Q962Y6 | purified TGR, DTNB reduction, TNB absorbance 405 nm | AID 485364 | Potency, µM (doses to about 114 µM), inactives show at the top dose activity change, negative = inhibition, hits mostly inhibitors | actives 3% (n = 360,000); also: potency is read from the fitted curve at half-maximal effect; nearly all actives have a fitted effect of over 60% in size
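TGR 20 nM + NADPH 100 uM (dispensed conc.), cpd preinc 15 min RT; start with NADPH (500 uM addition) then DTNB (15 mM addition). Kinetic TNB absorbance, 405 nm filter. Four-parameter Hill fit across titration.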
AmpC inh no detg: inhibitors of E. coli AmpC beta-lactamase without detergent. P00811. actives 0.52% (n = 330,000). AID 485341. AmpC nitrocefin hydrolysis, absorbance 480 nm, 0.0001% Triton. Potency, µM (titrated, usually from 57.1 µM), for the others: at the top dose activity change, negative = inhibition, actives largely listed as inhibitors;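 also: potency is read from the fitted curve at half-maximal effect; plate controls were no compound for no effect and no enzyme for full effect; nearly all actives have a fitted effect of over 20% in size; some results filed as inactive show a strong effect at the top dose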
Target sequence (P00811 whole entry, looked up): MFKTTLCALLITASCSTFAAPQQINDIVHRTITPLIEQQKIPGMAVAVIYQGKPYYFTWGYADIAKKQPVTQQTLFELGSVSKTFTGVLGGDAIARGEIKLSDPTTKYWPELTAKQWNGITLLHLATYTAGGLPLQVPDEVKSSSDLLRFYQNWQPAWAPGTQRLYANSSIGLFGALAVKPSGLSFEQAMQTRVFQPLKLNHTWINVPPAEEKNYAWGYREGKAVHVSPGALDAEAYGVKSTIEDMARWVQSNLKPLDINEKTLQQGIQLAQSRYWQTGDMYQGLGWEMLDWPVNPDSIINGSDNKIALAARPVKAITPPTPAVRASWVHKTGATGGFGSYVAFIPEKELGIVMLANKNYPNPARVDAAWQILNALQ
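20 mM phosphate pH 7.0 + 0.01% (detergent screen) or 0.0001% Triton X-100; 5.3 nM AmpC reagent; cpd preinc 15 min RT; nitrocefin (800 uM stock) to start; A480 q20 s × 4 min; Activity was normalised to no-enzyme and no-compound control wells.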
AmpC detergent: blocks E. coli AmpC beta-lactamase in detergent assay; P00811; AmpC hydrolysis of nitrocefin, absorbance 480 nm, 0.01% Triton; Potency, µM (titrated, usually from 114 µM), without a hit: top-dose activity change, negative = inhibition, hits mostly inhibitors; actives 0.041% (n = 370,000); AID 485294;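 also: potency is read from the fitted curve at half-maximal effect; 0% = no-compound wells and -100% = no-enzyme wells; nearly all actives have a fitted effect of over 25% in size; some results filed as inactive show a strong effect at the top dose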
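AmpC (5.3 nM in the dispensed reagent) in 20 mM phosphate pH 7.0 with 0.01% (detergent screen) or 0.0001% Triton X-100 was preincubated with compounds for 15 min at room temperature. Nitrocefin was then added from an 800 uM solution, and hydrolysis was followed at 480 nm.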
* marks the source's active call; other numbers are inactive results; ? = inconclusive; nt = no result given; & = joins results of further samples; [ ] = dose if it differs, or a comment. Unless noted, calls follow the shape of the dose curve; as a rule, active = well fitted curve in the direction sought with a large enough effect; inconclusive = small, poorly fitted or top-dose-only effect, or another doubt; inactive = no such curve, though single readings can be large; an effect the other way counts as inactive or inconclusive. Unless noted, % is scaled to controls: 0 for no effect and ±100 for the full control effect.

Values run as follows: HCMV antiviral, Tb PYK inh, LmPK inhibitor, AMA1-RON2 inh, Sm TGR inh, AmpC inh no detg, AmpC detergent
Nn1c(SCC(=O)NC2CCCc3ccccc32)nnc1C1CC1 (stereo not given)
  41, 3%, nt, 31%[activator], nt, -19%, nt
CCNCCOC(c1ccccc1)c1ccccc1
  -21, -11%, -7%, 0%, -1%, -8%, -11%
C=CCn1c(O)c(C(CC)=Nc2ccc(N(CC)CC)cc2)c(=O)[nH]c1=O
  18, -1%, 3%, -1%, 0%, -18%, -15%
N/C(CC(=O)Nc1ccc(F)cc1)=N\O
  21, -12%, 1%, 0%, 3%, -16%, -10%
O=C(/C=C/c1ccco1)c1cccc([N+](=O)[O-])c1
  -1, -27%, nt, -9%, nt, nt, nt
CCOc1ccc(CCNC(=O)CCc2c(C)nc3ncnn3c2C)cc1OCC
  -14, 2%, 1%, -5%, 2%, 16%, -19%
COc1ccccc1-c1nnc(NC(=O)c2ccc(S(=O)(=O)N3CCCC3)cc2)o1
  -24, 2%, -10%, 98%[activator], 1%, -20%, 12%
COc1ccc(NC(=O)CN2C(=O)c3cccc4cccc2c34)cc1OC
  56, 6%, 5%, -9%, -1%, 7%, -2%
Cn1c(SCC(=O)NNC(=O)Cc2ccccc2)nnc1-c1ccc(Cl)cc1
  -15, 6%, 2%, 15%, 3%, 0%, -5%
O=C1C(=O)c2ccccc2C(O)=C1CCCCl
  nt, -14%, -2%, -3%, ?, -17%, -5%
Cc1c(C(=O)NCc2ccc([N+](=O)[O-])cc2)sc(=O)n1Cc1ccc2c(c1)OCO2
  69, 0%, nt, 2%, nt, nt, nt
CCOC(=O)c1cnc2c(C)c(Cl)ccc2c1NCCCN1CCOCC1
  -33, -2%, 2%, 14%, -30%, 164%[activator], ?
CC1(C)CC(=O)c2cc(C(=O)N3CCCC(C)(C)C3)c(=O)n(-c3ccccc3)c2C1
  -77*, -11%, -6%, -4%, -1%, -3%, ?
O=C(Cc1cccs1)Nc1ccc(NC(=O)c2ccco2)cc1
  13, -4%, -1%, 11%, -11%, nt, -8%
O=C(Nc1nnc(C2CC2)s1)c1ccccn1
  -9, -6%, 25µM*, -95%, 12%, -7%, -13%
CCCn1c(N)c(N(CCOC)C(=O)CSc2ccccc2)c(=O)[nH]c1=O
  35, 3%, nt, -1%, -4%, -12%, 2%
O=C(Nc1cccc([N+](=O)[O-])c1)c1cccc(C(=O)Nc2cccc([N+](=O)[O-])c2)c1
  74, 5%, 0%, -2%, -17%, -24%, -13%
Cn1c(-c2ccccc2)c(Sc2ccccc2)c2cc(-c3ccc4cc[nH]c4c3)ccc21
  4, -2%, nt, -6%, nt, nt, nt
O=C(CSc1ncccn1)Nc1ccc(Cl)c(S(=O)(=O)N2CCOCC2)c1
  9, -2%, nt, -3%, nt, -45%, nt
COc1ccc(S(=O)(=O)N2CCOCC2)cc1NC(=O)CN(C)Cc1c(F)cccc1Cl
  ?, -14%, 2%, -2%, -1%, 180%[activator], -4%
O=C(CSc1cccc[n+]1[O-])c1cc2ccccc2o1
  nt, -12%, 21%, 1%, 17%[11.4 µM], -15%, 7%
COc1ccc(CC(=O)OCC(=O)Nc2ccc(N3CCOCC3)cc2)cc1
  -17, -13%, 4%, -1%, 0%, 12%, 12%
Cc1cc(C)cc(Nc2nc(-c3ccc(S(=O)(=O)N4CCCC4)cc3)cs2)c1
  -77*, -4%, 1%, -11%, -8%, -24%, ?
Cc1cccc(N2CCN(C(=O)CNC(=O)c3cccc([N+](=O)[O-])c3)CC2)c1C
  -64*, -3%, 2%, 0%, -4%, -1%, -4%
CCOc1ccccc1NC(=O)N1CCC(NC(=O)c2cccc(C)c2)CC1
  19, -2%, -4%, 5%, 25µM*, -6%, ?
O=C(O)CN1C(=O)S/C(=C\c2ccc3c(c2)OCO3)C1=O
  66, -17%, nt, 8%, nt, nt, nt
O=C(Nc1nnc(SCC(=O)N2CCCC2)s1)C1CC(=O)N(c2ccc(F)cc2)C1 (stereo not given)
  18, -24%, -11%, -1%, ?, -53%, 8%
O=C(NC1CCCCC1)n1c(=O)oc2ccc(Cl)cc21
  -32, 0%, -1%, 8%, -3%, -11%, 0%
CC(C)c1ccc(C2C(C#N)=C(N)Oc3c2oc(CO)cc3=O)cc1 (stereo not given)
  16, -11%, -4%, 22%, 18%, -9%, 6%
O=C(NCc1ccccc1F)c1cc2ccccn2n1
  80, 4%, nt, nt, 7%, nt, 2%

Further compounds:
structure | HCMV antiviral | Tb PYK inh | LmPK inhibitor | AMA1-RON2 inh | Sm TGR inh | AmpC inh no detg | AmpC detergent
CCC1(c2ccccc2)NC(=O)N(CC(=O)NCC2COc3ccccc3O2)C1=O (stereo not given) | -22 | -2% | nt | 13% | -3% | -17% | ?
CC(=O)Nc1nc(-c2ccc3c(c2)CCN3S(C)(=O)=O)cs1 | 15 | 3% | 1% | -4% | nt | nt | nt
CCCCNc1c(-c2ccc(OC)c(SC3CCCCC3)c2)nc2ccc(Cl)cn12 | -37 | -2% | nt | 8% | nt | -14% | nt
CCC(c1nnc(SCC(=O)Nc2ccc(C(C)=O)cc2)n1C1CCCCC1)N(C)C (stereo not given) | -3 | -23% | -6% | -9% | -3% | 83%[activator] | -5%
CN1CCN(CC(=O)N2c3ccccc3C(C)(c3ccccc3)CC2(C)C)CC1 (stereo not given) | nt | -4% | 2% | 3% | 2% | 100%[activator] | ?
CCOC(=O)C1=C(N)Oc2ccc3ccccc3c2C1c1cccnc1 (stereo not given) | -9 | 3% | 4% | 29% | 4% | -6% | 0%
COc1cccc(CNc2ncnc3cc(Cl)ccc23)c1 | ? | -5% | 2% | 12% | nt | -30% | 3%
Cc1ccc(S(C)(=O)=NC(=O)NC(=O)c2c(Cl)cccc2Cl)cc1 (stereo not given) | 1 | -8% | 0% | -10% | 8% | 2% | 7%
CCCCN(CC)C(=O)Cn1c(=O)sc2ccccc21 | -1 | 7% | -1% | -6% | 3% | -25% | -13%
O=C(C1CCN(S(=O)(=O)c2ccccc2)CC1)N1CCCCCC1 | -24 | -12% | -4% | -3% | -20% | 11% | -5%
COc1ccc(C(CC(=O)NCc2ccccc2Cl)N2Cc3ccccc3C2=O)cc1OC (stereo not given) | -10 | -1% | nt | nt | -1% | nt | 6%
CCC(=O)C1CCCN(C(=O)CCc2nnc(-c3ccc(C(C)=O)s3)o2)C1 (stereo not given) | 72 | -6% | 6% | 6% | ? | -4% | -3%
O=C(Cn1cnc2c(nnn2Cc2ccc(Cl)cc2)c1=O)NCC1CCCO1 (stereo not given) | -10 | -2% | 1% | -3% | -1% | -3% | -12%
COc1cc2oc(=O)ccc2cc1-c1c(OC)ccc2ccc(=O)oc12 | 23 | 5% | nt | -5% | nt | -13% | nt
COc1ccc(Cn2cc(C(=O)c3ccc(Cl)cc3)c(=O)c3cc4c(cc32)OCO4)cc1 | -98* | 4% | nt | nt | 0% | nt | -1%
COc1ccccc1-n1c(C)nnc1SCC(=O)Nc1cc(C)cc(C)c1 | -16 | -7% | 1% | -1% | -1% | nt | -3%
CCOC(=O)Cn1cnc([N+](=O)[O-])n1 | 64 | 8% | 2% | 0% | 6% | nt | -1%
Cc1cccc(OCC(=O)N/N=C\C=C\c2ccc3c(c2)OCO3)c1C | -20 | 9% | -2% | 39%[activator] | -18% | -17% | 5%
CCCc1ccc(OCC(O)CN2CCCC2)cc1 (stereo not given) | -13 | -1% | -1% | -17% | 0% | -8% | ?
CC(C)=CC(=O)N1CCC(n2nccc2NC(=O)CCc2ccccc2)CC1 | 19 | 2% | -10% | 6% | -4% | 1% | -13%
CCN(CC)CC(=O)Nc1c(C)cc(C(C)(C)C)cc1C | 12 | 0% | 7% | 12% | 0% | 42% | ?
CCOc1cc(C2C3=C(CCCC3=O)N(CC(=O)O)C3=C2C(=O)CCC3)ccc1OC | 33 | -7% | -9% | -5% | 89µM* | -6% | -10%
COc1ccccc1CNC(=O)Cc1c(C)c2cc3c(C)coc3c(C)c2oc1=O | -32 | 0% | nt | nt | 2% | nt | 10%
O=C(N/N=C/C1CC=CCC1)c1ccc(Cl)cc1O (stereo not given) | 2 | -4% | -2% | 23% | -1% | -19% | 6%
O=C(OCc1cn([C@H]2C[C@H](c3ccc(Cl)cc3)N(C(=O)c3cccs3)C[C@@H]2O)nn1)c1ccccc1 | -20 | -7% | nt | -5% | nt | nt | nt
COc1ccc(-c2nnc(SCC(=O)Nc3cc(F)ccc3C)o2)cc1 | 25 | -1% | 4% | -6% | -6% | -4% | ?
O=C(COc1ccc2c3c(c(=O)oc2c1)CCCC3)NCc1ccncc1 | -24 | 2% | -11% | -1% | -1% | 1% | -13%
NNC(=O)c1sccc1OCc1ccc(Cl)cc1 | ? | 1% | 1% | 20% | 9% | -31% | 8%
COCCNC(=O)CN1C(=O)COc2ccc(S(=O)(=O)N3CCCCCC3)cc21 | 14&2 | -4%&-8% | 2% | -7% | 1%&2% | 34% | -2%&-11%
Cc1ccc(N2CC(C(=O)Nc3ccc4c(c3)OCO4)CC2=O)cc1 (stereo not given) | 8 | -7% | 0% | 2% | 1% | -5% | -19%

Compound profiles, from the list above.
N/C(CC(=O)Nc1ccc(F)cc1)=N\O reads HCMV antiviral = 21; Tb PYK inh = -12%; LmPK inhibitor = 1%; AMA1-RON2 inh = 0%; Sm TGR inh = 3%; AmpC inh no detg = -16%; AmpC detergent = -10%
Cn1c(-c2ccccc2)c(Sc2ccccc2)c2cc(-c3ccc4cc[nH]c4c3)ccc21 reads HCMV antiviral = 4; Tb PYK inh = -2%; LmPK inhibitor = nt; AMA1-RON2 inh = -6%; Sm TGR inh = nt; AmpC inh no detg = nt; AmpC detergent = nt
